# esBAF inh: SWI/SNF esBAF complex inhibition | reporter increase, % at 12.5 µM | AID 602393 | mouse ES cells, Bmi1-luciferase knock-in reporter, 24 h; 100% = twice the neutral-well signal | actives 2% (n = 350,000); in the data active = activation above about 40%;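 note: 0% = median of the plate's neutral control wells and 100% = double that signal; a rise in the Bmi1 reporter signal indicates esBAF inhibition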
# ARNT TACC3 PPI: disruptors of human ARNT/TACC3 interaction. Q9Y6A5. AlphaScreen His-ARNT PAS-B/GST-TACC3 binding, luminescence; TACC3 fragment carries E629A point mutation. inhibition, % at 9.99 µM. actives 0.66% (n = 390,000);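 active = mean inhibition of replicates at least 50% and at least half of replicates each reaching 50%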;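 note: 0% = complete ARNT plus TACC3 wells and 100% = ARNT alone without TACC3; many hits fall short of the cut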
# miR-122 sensor: blocks miR-122 activity in Huh7 sensor cells; actives 0.3% (n = 340,000); Huh7 miR-122 Renilla luciferase sensor, 48 h; neutral wells = 0, positive control = 100; activation (reporter increase), % at 12.5 µM; AID 602342;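 active = mean replicate activation score at least 90 and every replicate individually at or above 90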;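 note: higher luciferase means less miR-122 activity so hits act as miR-122 inhibitors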
# Cneo AK release: causes C. neoformans cell lysis. adenylate kinase release luminescence, 4 h; normalised: neutral wells 0, clomiphene wells 100. lysis activity, % at 15 µM. actives 0.2% (n = 360,000);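 active = mean lysis activity across replicates of at least 80%, whatever share of replicates individually reach that level; inactive = mean lysis activity below 80%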
#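 Assay system: C. neoformans cells. Amount: yeast cell density of 5 × 10^6 cells/mL. Technique: AK luminescence. Buffer or medium: YPD. Times: static 4 h at 37 °C with compound, 1 h detection. Dosing: single-point compound dose. Read-out: lysis from increased AK signal.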
# ERp5 block: blocks human ERp5 reductase activity on insulin; Q15084; ERp5 insulin aggregation, absorbance 650 nm, 90 min; inhibition, % at 9.99 µM; actives 0.05% (n = 350,000); AID 651711;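 active = mean replicate inhibition above about 25%, with every replicate also reaching it, limit read from the data, passing the limit was not always enough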
# Target sequence (Q15084 whole entry, looked up): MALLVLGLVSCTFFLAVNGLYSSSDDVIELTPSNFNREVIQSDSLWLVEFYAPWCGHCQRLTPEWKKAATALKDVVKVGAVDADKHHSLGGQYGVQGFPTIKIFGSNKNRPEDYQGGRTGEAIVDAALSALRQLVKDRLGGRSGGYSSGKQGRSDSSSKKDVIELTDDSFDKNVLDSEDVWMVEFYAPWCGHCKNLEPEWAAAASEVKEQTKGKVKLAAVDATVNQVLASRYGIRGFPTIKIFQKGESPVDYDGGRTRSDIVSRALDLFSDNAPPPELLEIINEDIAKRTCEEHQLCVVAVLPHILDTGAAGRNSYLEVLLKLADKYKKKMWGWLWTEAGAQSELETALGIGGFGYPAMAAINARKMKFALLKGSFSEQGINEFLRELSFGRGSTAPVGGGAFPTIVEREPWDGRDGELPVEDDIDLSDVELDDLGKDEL
# SIRT5 block: sirtuin-5 (human) deacylase inhibition | Q9NXA8 | Purified SirT5, succinyl-peptide AMC, trypsin-coupled fluorescence | inhibition, % at 15 µM | actives 1.1% (n = 330,000); in the data active = inhibition above about 15%
# Target sequence (Q9NXA8 whole entry, looked up): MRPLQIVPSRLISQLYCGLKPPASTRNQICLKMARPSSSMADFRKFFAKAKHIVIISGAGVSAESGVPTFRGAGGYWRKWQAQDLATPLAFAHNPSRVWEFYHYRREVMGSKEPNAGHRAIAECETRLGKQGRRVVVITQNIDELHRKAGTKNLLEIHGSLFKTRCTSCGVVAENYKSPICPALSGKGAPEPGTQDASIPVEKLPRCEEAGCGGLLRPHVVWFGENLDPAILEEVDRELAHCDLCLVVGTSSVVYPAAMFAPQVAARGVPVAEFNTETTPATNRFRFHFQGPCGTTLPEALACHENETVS
# Statin myotox sup: protects C2C12 myotubes from simvastatin toxicity. ATP luminescence, 48 h; scaled: DMSO 0, geranylgeraniol control 100. actives 0.78% (n = 330,000). rescue of ATP level, % at 7.49 µM. AID 602340;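 active = mean ATP rescue above about 67%, or every replicate alone reaching that limit, limit read from the data, passing the limit was not always enough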;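 note: myotubes were challenged with 10 µM simvastatin during compound exposure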
# An asterisk follows results filed as active; · = no result given; & = joins results of further samples; ! = not active in a repeat; [ ] = another dose, or the depositor's remark. Not a hit list; any-hit rate near 4%.
# Below each SMILES: esBAF inh	ARNT TACC3 PPI	miR-122 sensor	Cneo AK release	ERp5 block	SIRT5 block	Statin myotox sup
> Cc1cccc(C(=O)OCCN2CCOCC2)c1
  4	-1	-3	2	5	-3	-6
> COCCNC(=O)C[C@@H]1C[C@H]2c3cc(NC(=O)Nc4ccccc4)ccc3O[C@H]2[C@H](CO)O1
  1	-3	3[16.7 µM]	-62	1	6	-4
> Cc1nc2ccc(NC(=O)N3CCC(c4ccccc4)C3)cc2nc1C (stereo not drawn)
  12	1	3	0	·	·	·
> O=C1C(C2=NC(C(=O)O)C3C(=O)N(c4ccc(Cl)cc4)C(=O)C23)=C(O)c2ccccc21 (stereo not drawn)
  ·	1	-4	-2	·	·	·
> O=C(O)/C(=C\c1cccs1)c1ccccc1
  ·	-1	4	·	4	2	·
> CNc1snc(C)c1C(=O)OCC(=O)N(C)Cc1ccccc1
  -20	14	-3	-1	0	-4	-5
> CC(C)NC(=O)Nc1ccc2c(c1)CC(=O)N([C@H](C)CO)C[C@@H](C)[C@H](CN(C)Cc1ccc(C(=O)Nc3ccccc3N)cc1)O2
  -2	·	6[16.7 µM]	·	8	-5	31
> Cc1ccc2sc(NC(=O)CSc3nc(C)cc(C)c3C#N)nc2c1
  24	8	1	-11	·	·	-68
> Cc1ccc(N(CC(=O)NC2CCCCC2C)S(=O)(=O)c2c(C)nn(C)c2C)cc1 (stereo not drawn)
  0	-3	1	-2	-5	-7	-15
> Cc1cc(C(=O)Nc2cccc3c2O[C@H](CN(C)S(=O)(=O)c2cn(C)cn2)[C@H](C)CN([C@@H](C)CO)C3=O)n(C)n1
  -2	-7	1[16.7 µM]	0	-6	9	13
> C[C@H](NC(=O)C[C@@H]1C=C[C@@H](NC(=O)CN2CCOCC2)[C@@H](CO)O1)c1ccccc1
  1	-13	·	20	2&2	27*!	-2
> CC(C)(C)/C(COc1ccccc1[N+](=O)[O-])=N/O
  -6	3	0	2	9	2	-1
> Cc1ccc(S(=O)(=O)Nc2ccc3c(c2)C(=O)N([C@H](C)CO)C[C@H](C)[C@H](CN(C)S(C)(=O)=O)OCCCC[C@H](C)O3)cc1
  0	-5	4[16.7 µM]	0	-1	-1	·
> CC(=O)Nc1ccc(-c2ccnc3c2CC(C)(C(=O)NCc2ccc(F)c(F)c2)O3)cc1 (stereo not drawn)
  8	·	6	-4	-5	-5	-4
> CN(C(=O)COc1ccc2c(-c3ccccc3)cc(=O)oc2c1)C1CCS(=O)(=O)C1 (stereo not drawn)
  -6	-3	-2	-3	-1	5	10
> Cc1n[nH]c(C)c1S(=O)(=O)NCCc1ccc(Cl)cc1
  -6	-2	49	1	·	·	-24
> O=C(CSCc1c(Cl)cccc1Cl)Nc1ccccc1C(=O)N1CCOCC1
  4	-17	2	7	·	·	-5
> COc1cccc(-c2ccc3c(c2)[C@@H]2[C@@H](CCN2C(=O)C2CCC2)[C@@H](CO)N3)c1
  1	-4	-13[16.7 µM]	-13	·	·	18
> COC(=O)c1cn(NC(=O)c2cccc(OC)c2)c(=O)c2ccccc12
  -5	-1	-11	-1	·	·	·
> CC(C)C#Cc1cnc2c(c1)C(=O)N([C@H](C)CO)C[C@@H](C)[C@H](CN(C)C(=O)CC1CC1)O2
  0	30	1[16.7 µM]	-3	-1	4	-19
> S=C(NCc1ccc(Cl)cc1)NC1CCN(Cc2ccccc2)CC1
  ·	4	-2	·	-3	0	·
> CC1CCN(S(=O)(=O)c2ccc(NC(=O)CNC3CCCCC3)cc2)CC1
  -5	-6	·	1	-1	-3	29
> COc1ccc(S(=O)(=O)N2CCCC(C(=O)N3CCCCCC3)C2)cc1 (stereo not drawn)
  6	·	-3	-2	·	·	-7
> COC(=O)c1ccc(COC(=O)c2cc3ccccc3oc2=O)cc1
  21	3	-3	-1	0	-5	-2
> CO[C@@H]1CN(C)C(=O)c2ccc(NS(=O)(=O)c3cn(C)cn3)cc2OC[C@@H](C)N(Cc2cccc(F)c2)C[C@@H]1C
  6	8	1[16.7 µM]	-4	4	0	34
> CCCn1c(N)c(C(=O)CN(C)CC(=O)Nc2ccccc2CC)c(=O)[nH]c1=O
  -9	-6	-2	0	-7	-17	-1
> CC(C)CCNC(=O)CC1C(=O)N(Cc2ccccc2)C(C)c2nc3ccccc3n21 (stereo not drawn)
  12	3	28	-3	·	·	-1
> CN(C)C(=O)[C@H]1[C@H](CO)[C@H]2Cn3c(ccc(-c4cccc(F)c4)c3=O)[C@H]2N1C(=O)c1cnccn1
  -6	-8	·	2	-2	0	-3
> O=S(=O)(Cc1ccccc1)N1CCn2c(nc3ccccc32)C1
  3	-3	0	0	6	-3	12
> CCC(C)NC(=O)CN1C(=O)NC2NC(=O)NC21 (stereo not drawn)
  10	1	2	·	8	-1	6

# Next part; it opens with the 2 that closed the last part.
# Below each SMILES: esBAF inh	ARNT TACC3 PPI	miR-122 sensor	Cneo AK release	ERp5 block	SIRT5 block	Statin myotox sup
> O=S(=O)(Cc1ccccc1)N1CCn2c(nc3ccccc32)C1
  3	-3	0	0	6	-3	12
> CCC(C)NC(=O)CN1C(=O)NC2NC(=O)NC21 (stereo not drawn)
  10	1	2	·	8	-1	6
> O=C(Nc1cccc(C(=O)N2CCCC2)c1)C1CCCCC1
  0	1	-4	1	-3	·	5
> O=c1[nH][nH]c(-c2ccccc2)c1C=Nc1ccc(F)cc1F
  -11	28	-5	-1	0	1	2
> c1ccc(OCc2nnc3sc(-c4cccs4)nn23)cc1
  7	-8	6	3	·	·	0
> CCOc1cc(/C=C2/C(=O)NN(c3cccc(Cl)c3)C2=O)ccc1O
  -1	-5	0	0	0	2	-1
> CC(C)CC(c1nnnn1C1CCCC1)N1CCN(C(=O)c2ccco2)CC1 (stereo not drawn)
  2	14	5	5	·	·	·
> Cc1nc(N2CCC(C)CC2)c2c(C)c(C(=O)O)sc2n1
  -6	-3	-4	1	·	·	4
> COc1cccc(Nc2ccc(-n3ccnc3)nn2)c1
  ·	-3	-4	1	-2	-8	·
> CN(Cc1ccccc1)C(=O)c1ccc(S(=O)(=O)N(C)c2ccccc2)cc1
  28	3	-4	-1	1	-2	1
> O=C(CSc1nnc2ncccn12)Nc1cccc2ccccc12
  2	0	1	0	-2	-2	3
> Cc1nc2c(C#N)cnn2c2c1CCNN2C
  -7	-5	3	-3	-9	1	3
> COc1ccc(CNC(=O)[C@H](C)NC(=O)C2CCN(C(=O)[C@H](CCSC)NC(=O)OC(C)(C)C)CC2)cc1
  -4	5	-5	0	0	·	-16
> Cc1c(C(=O)Nc2nc3ccccc3[nH]2)oc2c(Cl)cccc12
  49*	·	7	2	2	0	-21
> CC(NC(=O)c1cc2c(s1)CCCC2)C(C)(C)C (stereo not drawn)
  6	1	3	·	·	·	9
> CN(CC(=O)Nc1ccc(Cl)c(C(F)(F)F)c1)C(=O)Cc1n[nH]c(=O)c2ccccc12
  6	1	-2	0	-8	4	-19
> Cc1ccc(C(=O)c2ccc(C)cc2)cc1
  34	-3	1	-1	4	-5	1
> C[C@@H]1CCCCO[C@@H](CN(C)CC2CC2)[C@@H](C)CN([C@H](C)CO)C(=O)c2cc(NC(=O)Nc3ccc4c(c3)OCO4)ccc2O1
  2	7	-4[16.7 µM]	-2	5	-2	·
> O=C(C[C@H]1C[C@H](C(=O)N2CCCCC2)[C@@]2(CCc3ccccc3)c3[nH]c4cc(-c5ccco5)ccc4c3CCN2C1=O)NCCC1=CCCCC1
  5	-6	5	0	·	·	14
> CN1CCC(N(C)CC(O)c2ccccc2)CC1 (stereo not drawn)
  -3	-8	-5	0	5	-7	2
> COc1ccc(S(=O)(=O)N2CCC(C(=O)NCC3CCCO3)CC2)cc1Cl (stereo not drawn)
  -10	-1	-6	·	7	-6	-3
> Cc1ccc(CSCCNS(=O)(=O)c2ccc([N+](=O)[O-])cc2)cc1
  ·	1	·	2	1	-1	·
> O=C(CCCCCn1c(=S)[nH]c2cc3c(cc2c1=O)OCO3)N1CCN(c2ccc(F)cc2)CC1
  9	-6	-3	-18	-2	-1	-107
> O=C(NCCc1c[nH]c2ccccc12)C(=O)NCC1OCCN1S(=O)(=O)c1ccccc1 (stereo not drawn)
  ·	-1	·	·	8	-1	·
> Cc1cc(S(=O)(=O)NC2CCCCC2)ccc1OCC(=O)NCc1ccccn1
  -2	12	89	0	·	·	0
> COc1ccc(CN(C(=O)c2ccc3c(c2)OCCO3)C(C(=O)NC2CCCCC2)c2ccc3ncccc3c2)cc1 (stereo not drawn)
  6	4	-4	-1	·	·	23
> COC(=O)C1(C)NC(c2ccc(O)cc2)C2C(=O)N(c3ccc(F)cc3)C(=O)C21 (stereo not drawn)
  -3	-2	-4	1	2	-1	9
> COCC1CCN(C(=O)c2ccc(OC)c(OC3CCN(C(C)C)CC3)c2)CC1
  -2	0	-3	0	10	-17	2
> Cc1ccnc(NC(=O)c2ccc3c(c2)OCO3)c1
  -31	-1	0	-5	1	-5	-26
> CC(C)C(=O)Nc1ccc(NC(=S)NC(=O)c2ccccc2F)cc1
  ·	7	-4	0	6	0	·
> COc1ccc(C(=O)Cc2cc3ccccc3oc2=O)cc1
  56*	-11	-4	1	3	-1	-1
> CC(C)c1nnc(NC(=O)CCC(=O)N2CCN(c3ccc(F)cc3)CC2)s1
  ·	-5	·	·	0	-5	·

# Shown as a hit in esBAF inh, among the entries above:
molecule	esBAF inh	ARNT TACC3 PPI	miR-122 sensor	ERp5 block	SIRT5 block
Cc1c(C(=O)Nc2nc3ccccc3[nH]2)oc2c(Cl)cccc12	49*	·	7	2	0
COc1ccc(C(=O)Cc2cc3ccccc3oc2=O)cc1	56*	-11	-4	3	-1

# Next results
# Below each SMILES: esBAF inh	ARNT TACC3 PPI	miR-122 sensor	Cneo AK release	ERp5 block	SIRT5 block	Statin myotox sup
> O=C(CCC(=O)Nc1cccc(C(F)(F)F)c1)NCC1CCCO1 (stereo not drawn)
  -3	-1	2	2	4	·	11
> CCc1ccc(-c2cc(C(=O)NN3CCOCC3)c3ccccc3n2)s1
  ·	-2	·	·	5	-2	·
> C[C@@H]1CN([C@H](C)CO)C(=O)c2cccc(NS(=O)(=O)c3ccc(F)cc3)c2O[C@@H]1CN(C)C(=O)Nc1cccc2ccccc12
  0	3	21[16.7 µM]	-4	5	0	42
> O=C(NC[C@H]1CCCO1)c1cccc2c1C(=O)c1ccc(-c3ccc(F)cc3OCc3ccccc3)cc1S2(=O)=O
  3	3	7	3	-1	·	-36
> COc1cccc(CNC(=O)C[C@@H]2C=C[C@H](NC(=O)C3CC3)[C@@H](CO)O2)c1
  3	9	·	-1	1	-4	-1
> N#C/C(=C/c1cn(-c2ccccc2)nc1-c1cccc(S(=O)(=O)N2CCOCC2)c1)C(=O)NCc1ccco1
  ·	-6	·	·	-4	-2	·
> O=C(COc1c(Br)cc(Br)cc1Br)N/N=C/c1ccco1
  -1	7	·	2	·	·	1
> COc1ccc(S(=O)(=O)n2cnc3ccccc32)c(C)c1
  12	-3	16	7	4	-5	5
> O=C(CC1CC1)Nc1ccc2c(c1)[C@@H]1C[C@@H](CC(=O)NC3CCCCC3)O[C@@H](CO)[C@@H]1O2
  2	-1	-1[16.7 µM]	-5	-2	-3	7
> O=C(O)c1cccc(CSc2ncn[nH]2)c1
  -3	-13	-1	·	-7	6	5
> O=C(OCC(=O)N(C1CCCCC1)C1CCCCC1)c1ccncc1
  0	·	0	0	·	·	-6
> COC(=O)c1cc(OC)c(OC)cc1NC(=O)C1CCCO1 (stereo not drawn)
  -3	4	-7	-3	·	·	-2
> C[C@@H]1CN([C@H](C)CO)C(=O)Cc2cc(NS(=O)(=O)c3ccc(Cl)cc3)ccc2O[C@@H]1CN(C)CC1CCCCC1
  -2	·	-6[16.7 µM]	0	8	·	49
> O=C(C[C@@H]1C/C=C/CC[C@@H](Cc2ccc(F)cc2)C(=O)O[C@H](c2ccccc2)CNC1=O)NCCO
  2	6	0	0	5	·	-33
> CCOC(=O)/C=C1\SCC(=O)N1CC(=O)N1CCOCC1
  ·	0	·	·	-6	0	·
> CC(=O)N1c2ccc(S(=O)(=O)N3CCCC(C(=O)N4CCCC(C)C4)C3)cc2CC1C (stereo not drawn)
  -1	11	·	3	6	0	15

# Screening data deposited in PubChem by Broad Institute.
